SIAE inh: human SIAE inhibition, primary screen; SIAE FP-Rh probe binding, fluorescence polarization; inhibition, % at 9.66 µM; hit rate 0.69% among 370,000; AID 1053197;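 active = inhibition above a cutoff: mean of compounds within the control limits plus 3 SD of those, cut at about 17% in these data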;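 also: 0% = plate median of compound wells and 100% = probe without SIAE protein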
Target sequence (Q9HAT2 whole entry, looked up): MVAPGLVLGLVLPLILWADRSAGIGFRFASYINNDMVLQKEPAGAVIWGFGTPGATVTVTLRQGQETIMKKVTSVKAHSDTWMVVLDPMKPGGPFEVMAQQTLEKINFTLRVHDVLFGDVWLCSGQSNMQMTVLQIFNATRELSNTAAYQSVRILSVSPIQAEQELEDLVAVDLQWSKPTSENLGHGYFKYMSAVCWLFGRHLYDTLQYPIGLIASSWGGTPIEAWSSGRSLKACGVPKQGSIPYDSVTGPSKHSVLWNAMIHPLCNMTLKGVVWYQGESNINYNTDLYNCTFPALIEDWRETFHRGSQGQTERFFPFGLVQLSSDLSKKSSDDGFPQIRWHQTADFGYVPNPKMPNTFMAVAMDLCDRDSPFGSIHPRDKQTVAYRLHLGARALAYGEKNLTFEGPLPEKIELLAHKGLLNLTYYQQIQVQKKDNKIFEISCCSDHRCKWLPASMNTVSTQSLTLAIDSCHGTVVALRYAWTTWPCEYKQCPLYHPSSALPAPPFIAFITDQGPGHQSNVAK
NPR1 activator: GC-A (human) enzyme activation. P16066. activation, % at 10 µM. HEK293 GC-A cells, cGMP TR-FRET, EC30 ANP; 0% at EC30 ANP, 100% saturating ANP. hit rate 0.14% among 370,000; in the data active = activation above about 40%
UHRF1 MBD2 ctr: human UHRF1 methylated DNA binding inhibitors; AID 687016; inhibition, % at 4.4 µM; hit rate 0.75% among 370,000; UHRF1 binding to methylated oligo, TR-FRET; Q96T88; in the data active = inhibition above about 21%;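 also: UHRF1 SRA domain binding a hemimethylated CpG hairpin DNA probe; 0% = median of test compound wells and 100% = reference inhibitor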
TCR-CD3 inh: human TCR-CD3 binding inhibition; inhibition, % at 9.4 µM; hit rate 0.37% among 360,000; TAMRA-labeled TCR probe fluorescence, biochemical; in the data active = inhibition above about 19%;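 also: recombinant mutant TCR 2C K166C tagged with TAMRA read by polarization; 0% = receptor in buffer alone and 100% = receptor with positive control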
ABHD4 inh: inhibits mouse alpha/beta hydrolase domain 4. Q8VD66. inhibition, % at 8.92 µM. hit rate 0.54% among 370,000. purified mABHD4, FP-Rh probe fluorescence polarization;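 active = inhibition exceeding the mean over every tested compound plus 3 SD, cut at about 30% in these data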;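 also: 0% = plate median of compound wells and 100% = S159A mutant with DMSO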
Target sequence (Q8VD66 whole entry, looked up, the tested form may be a part): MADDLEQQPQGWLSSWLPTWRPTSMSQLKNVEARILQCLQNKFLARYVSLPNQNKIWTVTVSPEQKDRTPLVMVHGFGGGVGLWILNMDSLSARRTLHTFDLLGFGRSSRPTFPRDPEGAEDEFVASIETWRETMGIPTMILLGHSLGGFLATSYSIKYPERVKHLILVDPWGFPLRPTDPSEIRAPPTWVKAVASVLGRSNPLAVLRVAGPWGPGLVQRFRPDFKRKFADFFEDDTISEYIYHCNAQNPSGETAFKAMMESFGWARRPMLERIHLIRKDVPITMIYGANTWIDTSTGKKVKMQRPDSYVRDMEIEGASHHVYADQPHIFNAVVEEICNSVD
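Assay system: mABHD4 protein; medium: HEPES pH 7.0, NaCl, Pluronic buffer; dosing: 8.92 µM, single dose; schedule: 45 min + 60 min at 25 °C; signal: FP readout, ex 525 nm / em 598 nm; read-out: normalized percent inhibition of probe labeling; repeats: single replicate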
PRMT1 FP inh: blocks human protein arginine methyltransferase 1 | recombinant PRMT1, activity-based probe fluorescence polarization | inhibition, % at 2.79 µM | hit rate 1.3% among 370,000 | AID 652257;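 active = inhibition above about 21% made by adding two undisclosed values, limit read from the data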
NPR2 activator: GC-B (human) receptor activation; hit rate 0.11% among 370,000; HEK293-GC-B cells, CNP EC30, cGMP TR-FRET; 0% at EC30 CNP, 100% saturating CNP; AID 1920062; P20594; activation, % at 10 µM;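 active = activation at 10 µM reaching about 35% in either raw or pattern-adjusted values, limit read from the data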
rCAG RNA binder: molecules binding r(CAG) RNA repeats; r(CAG) RNA repeat, TO-PRO-1 dye displacement fluorescence; inhibition, % at 3 µM; hit rate 1.3% among 370,000; AID 651821;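 active = inhibition above the plate cutoff, the mean of all test compounds on that plate plus 3 SD, cut at about 35% in these data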;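 also: 0% = DMSO alone and 100% = 100 µM mitoxantrone as full dye displacement; higher means more dye released from RNA so lower well fluorescence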
HTRA1 inh: inhibitors of human serine peptidase HTRA1; hit rate 0.5% among 340,000; Q92743; inhibition, % at 5.96 µM; AID 504803; recombinant HTRA1, FP-rhodamine activity-based probe, fluorescence polarization; in the data active = inhibition above about 36%;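 also: 0% = enzyme with DMSO and 100% = wells lacking enzyme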
MBD2 DNA inh: blocks human MBD2 binding to methylated DNA. Q9UBB5. TR-FRET, MBD2 binding to methylated oligonucleotide. inhibition, % at 4.4 µM. hit rate 0.31% among 370,000; in the data active = inhibition above about 13%
* = called active by the depositor; x = no result given.

1: N#CCC(=O)N/N=C/c1cn(Cc2ccccc2C#N)c2ccccc12
2: CC12CCC(=O)C=C1CCC1C2CCC2(C)C1CC1C3C(=O)N(Cc4ccccc4)C(=O)C3CC(=O)C12 (stereo unspecified)
3: COc1cccc(NC(=S)N2CCC(C(=O)c3ccc(F)cc3)CC2)c1
4: Cc1ccc(C)c2[nH]c(=O)c(CN(Cc3ccco3)C(=S)NCC3CCCO3)cc12 (stereo unspecified)
5: COC(=O)c1ccc(/C=N/OCC(=O)NC2CCCCCCC2)cc1

assay / entry,1,2,3,4,5
SIAE inh,5,-2,1,-10,-5
NPR1 activator,2,-8,2,-7,1
UHRF1 MBD2 ctr,-3,0,1,-1,-3
TCR-CD3 inh,-10,7,3,2,1
ABHD4 inh,-4,5,-6,0,4
PRMT1 FP inh,4,-2,-2,1,-1
NPR2 activator,-9,-2,-2,2,0
rCAG RNA binder,1,0,0,-6,-11
HTRA1 inh,10,-24,-3,-6,-5
MBD2 DNA inh,-8,-2,0,0,0

6: CC1CCCC(C)N1C(=O)COC(=O)c1cc([N+](=O)[O-])ccc1N1CCOCC1 (stereo unspecified)
7: CCn1c(SCc2ccc(F)cc2)nc2ccccc2c1=O
8: N#Cc1ccc(OCC(=O)NC2CCCCCC2)cc1
9: CC(SCC(=O)NC12CC3CC(CC(C3)C1)C2)C(=O)O (stereo unspecified)
10: COc1ccc(C(=O)NCc2nc3ccccc3[nH]2)cc1OC

assay / entry,6,7,8,9,10
SIAE inh,4,-8,4,0,-1
NPR1 activator,1,-9,-1,5,3
UHRF1 MBD2 ctr,0,4,1,5,2
TCR-CD3 inh,-8,7,-6,5,-6
ABHD4 inh,2,-13,1,-6,1
PRMT1 FP inh,1,-3,3,2,1
NPR2 activator,2,-3,-4,1,0
rCAG RNA binder,-7,-3,4,0,0
HTRA1 inh,-3,-16,-5,-4,2
MBD2 DNA inh,2,-6,-2,6,2

Another view of 5 compounds above:
no.	SMILES	SIAE inh	NPR1 activator	UHRF1 MBD2 ctr	TCR-CD3 inh	ABHD4 inh	PRMT1 FP inh	NPR2 activator	rCAG RNA binder	HTRA1 inh	MBD2 DNA inh
1	N#CCC(=O)N/N=C/c1cn(Cc2ccccc2C#N)c2ccccc12	5	2	-3	-10	-4	4	-9	1	10	-8
8	N#Cc1ccc(OCC(=O)NC2CCCCCC2)cc1	4	-1	1	-6	1	3	-4	4	-5	-2
10	COc1ccc(C(=O)NCc2nc3ccccc3[nH]2)cc1OC	-1	3	2	-6	1	1	0	0	2	2
9	CC(SCC(=O)NC12CC3CC(CC(C3)C1)C2)C(=O)O (stereo unspecified)	0	5	5	5	-6	2	1	0	-4	6
7	CCn1c(SCc2ccc(F)cc2)nc2ccccc2c1=O	-8	-9	4	7	-13	-3	-3	-3	-16	-6

Going on with the list.
11: CCCCCCCCOC(=O)C1=C(C)Nc2nnnn2C1c1cccs1 (stereo unspecified)
12: N#Cc1ccc(C(=O)NC(=S)N2CCN(C=O)CC2)cc1
13: COc1ccc(-c2c(-c3ccccc3OC)oc3ccccc23)cn1
14: CN(Cc1ccccc1)C(=O)CN1C(=O)COc2ccc(S(=O)(=O)N3CCCC3)cc21
15: N/C(=N\OS(=O)(=O)c1ccccc1)c1ccncc1

assay / entry,11,12,13,14,15
SIAE inh,-7,-2,-5,3,4
NPR1 activator,-11,-2,-4,4,0
UHRF1 MBD2 ctr,1,5,4,-1,3
TCR-CD3 inh,0,-3,-8,1,5
ABHD4 inh,-32,-7,-13,2,0
PRMT1 FP inh,1,4,0,1,-1
NPR2 activator,-5,3,-2,0,2
rCAG RNA binder,0,6,1,-1,-1
HTRA1 inh,-64,-2,-9,1,4
MBD2 DNA inh,0,3,-1,0,1

16: O=C(O)Cn1cc2c(n1)CCCC2
17: CCOC(=O)CC[C@@H]1CC[C@]2(CCCN(Cc3ccc(OC)cc3)C2)O1
18: Fc1ccc(Nc2nnc(-c3ccncc3)s2)cc1Cl
19: CN(CC(=O)Nc1cccc(F)c1)C(=O)c1cccnc1Sc1ccc(Cl)cc1
20: C=CCOC(=O)C1=C[C@H](c2cn(C(C)=O)c3ccccc23)C[C@H](OCCCCO)O1

assay / entry,16,17,18,19,20
SIAE inh,3,14,-6,-3,-6
NPR1 activator,0,-1,-7,-1,1
UHRF1 MBD2 ctr,-1,2,-1,0,6
TCR-CD3 inh,1,x,8,-4,4
ABHD4 inh,4,-1,-11,-4,-2
PRMT1 FP inh,-2,-6,-4,1,0
NPR2 activator,-1,-1,2,1,-3
rCAG RNA binder,1,-1,4,-2,2
HTRA1 inh,3,x,x,-11,-15
MBD2 DNA inh,-1,-2,0,3,3

21: CCC(C)NC(=S)Nc1ccccc1 (stereo unspecified)
22: Cc1ccc(Cl)cc1N=C(N)N=C(N)N
23: O=C(CC1SC(N2CCCC2)=NC1=O)Nc1ccc(C(=O)N2CCN(c3cccc(Cl)c3)CC2)cc1 (stereo unspecified)
24: CCCCn1nnnc1NCc1ccc(OC)c(OC)c1
25: Cc1cc(C)c2nc(N(CCCN(C)C)C(=O)c3ccc4c(c3)OCCO4)sc2c1

assay / entry,21,22,23,24,25
SIAE inh,-1,-2,-2,2,0
NPR1 activator,4,4,-3,-3,-6
UHRF1 MBD2 ctr,1,-1,-3,-4,1
TCR-CD3 inh,-5,0,-1,3,2
ABHD4 inh,-4,-1,-5,5,7
PRMT1 FP inh,3,-1,-1,-2,-3
NPR2 activator,3,3,1,2,-18
rCAG RNA binder,-5,-1,0,-2,1
HTRA1 inh,-1,4,-5,-2,8
MBD2 DNA inh,3,1,-4,-6,2

26: O=C(NCc1ccccn1)c1ccc(Cn2cc(Br)cn2)o1
27: COc1cc(=O)n2c(n1)SCCC2
28: Cc1ccc(/C=N/n2c(-c3ccncc3)n[nH]c2=S)cc1
29: COC(=O)C(NC(C)=O)(Nc1nc(C)cs1)C(F)(F)F (stereo unspecified)
30: O=C(Nc1cccc2cccnc12)c1cccc(N2C(=O)CCC2=O)c1

assay / entry,26,27,28,29,30
SIAE inh,1,-3,-4,2,-5
NPR1 activator,-2,2,3,0,6
UHRF1 MBD2 ctr,2,-1,1,-3,-4
TCR-CD3 inh,2,2,3,1,3
ABHD4 inh,5,-2,8,-1,-2
PRMT1 FP inh,2,-2,4,-1,0
NPR2 activator,2,7,4,-6,6
rCAG RNA binder,-2,2,5,1,1
HTRA1 inh,3,14,6,1,-4
MBD2 DNA inh,-4,0,3,0,-2

31: CCC(CC)C(=O)Nc1cc(C(=O)NCCc2ccccc2)ccc1Cl
32: CCN(Cc1ccc2c(c1)OCCO2)S(=O)(=O)c1ccc(NC(C)=O)cc1
33: Cc1sc(NC(=O)c2ccco2)c(C(c2ccccc2)N2CCC(C)CC2)c1C (stereo unspecified)
34: O=C(CSc1nnc(CCCN2C(=O)c3cccc4cccc(c34)C2=O)n1-c1ccccc1)N1CCN(CCO)CC1
35: Cc1ccccc1NC(=O)Cc1nnc(N)s1

assay / entry,31,32,33,34,35
SIAE inh,-8,-7,-6,9,-1
NPR1 activator,-4,-2,-21,0,-1
UHRF1 MBD2 ctr,1,-3,0,-11,-1
TCR-CD3 inh,0,5,12,4,-1
ABHD4 inh,10,-5,-8,-17,0
PRMT1 FP inh,-1,-1,-1,-3,3
NPR2 activator,4,-1,-9,2,6
rCAG RNA binder,-7,6,-2,-7,-1
HTRA1 inh,13,-18,-16,-1,-1
MBD2 DNA inh,-3,-2,1,-5,-2

36: Cc1cc(C(=O)COc2ncnc3sccc23)c(C)n1C
37: COc1ccc(NC(=O)Nc2ccc(F)c(Cl)c2)cc1
38: Cc1ccc(N/N=C(\C#N)C(N)=S)c(C)c1
39: CC(OC(=O)c1ccc(NC(N)=O)cc1)C(=O)Nc1ccc2c(c1)OCCO2 (stereo unspecified)
40: Cc1ccc2nnn(Cc3cccc(C(C)(C)C)c3O)c2c1

assay / entry,36,37,38,39,40
SIAE inh,-1,5,54*,-11,-4
NPR1 activator,0,4,11,-5,-2
UHRF1 MBD2 ctr,6,-1,-3,5,3
TCR-CD3 inh,-5,1,7,-11,-9
ABHD4 inh,-7,7,5,-15,-16
PRMT1 FP inh,3,0,0,1,2
NPR2 activator,7,-1,-1,-3,0
rCAG RNA binder,7,5,10,5,-6
HTRA1 inh,3,3,0,-1,-40
MBD2 DNA inh,-1,-3,-3,-1,-3

41: Cc1cccc(NS(=O)(=O)c2ccc(C)c(C(=O)N(C)C3CCN(C)CC3)c2)c1
42: O=C1NC(=O)C2(COC(c3cccnc3)OC2)S1 (stereo unspecified)
43: O=C(O)c1ccc(S(=O)(=O)N(Cc2ccccc2)Cc2ccccc2)cc1
44: O=c1[nH]c2cccc(Cl)c2n(CCNc2ncc(C(F)(F)F)cc2Cl)c1=O
45: Cc1nnc(SC(C)C(=O)N2CCc3ccccc32)s1 (stereo unspecified)

assay / entry,41,42,43,44,45
SIAE inh,4,3,0,1,-2
NPR1 activator,3,3,2,-3,-1
UHRF1 MBD2 ctr,-2,4,0,-2,-2
TCR-CD3 inh,2,-5,-6,8,5
ABHD4 inh,2,1,16,-14,1
PRMT1 FP inh,-1,3,7,0,-3
NPR2 activator,3,1,2,-9,0
rCAG RNA binder,-5,0,16,9,-2
HTRA1 inh,-5,-1,-2,-18,2
MBD2 DNA inh,-5,6,6,-5,-5

46: CC(=O)c1c(C)[nH]c(C(=O)OCC(=O)NNC(=O)c2ccc([N+](=O)[O-])cc2)c1C
47: CC(=O)N1CCOc2ccc(S(=O)(=O)NCc3ccccc3Cl)cc21
48: CCN1CCN(c2ccc(S(=O)(=O)N3CCCCC3)cc2NC(=O)c2ccc(OC(F)F)cc2)CC1
49: CC1CC(C)CN(C(=O)COC(=O)Cc2ccc(Cl)cc2)C1 (stereo unspecified)
50: COc1ccc(NC(=O)COC(=O)/C=C/c2ccccc2[N+](=O)[O-])cc1OC

assay / entry,46,47,48,49,50
SIAE inh,-1,-3,-2,-7,-1
NPR1 activator,0,-4,-4,4,5
UHRF1 MBD2 ctr,1,3,0,2,0
TCR-CD3 inh,1,-1,7,0,-3
ABHD4 inh,-2,-5,0,8,-9
PRMT1 FP inh,-1,-3,-1,3,-2
NPR2 activator,-1,-3,-2,6,-1
rCAG RNA binder,8,1,-5,-12,3
HTRA1 inh,0,1,-11,6,0
MBD2 DNA inh,-6,1,0,4,-5

51: CCOC(=O)C1CCCN(CC(=O)N(C)c2c(N)n(Cc3ccccc3)c(=O)[nH]c2=O)C1 (stereo unspecified)
52: C/C(=C\c1cccc(Cl)c1)C(=O)c1c(C)cc(C)[nH]c1=O
53: Cc1cc(Br)ccc1OCC(=O)NNC(=O)CCc1ccccc1
54: Cc1nc2ccccc2c(=O)n1/N=C/c1cn(-c2ccccc2)nc1-c1cccs1
55: CCCN(C(=O)CCc1ccc(OC)cc1)c1c(N)n(Cc2ccccc2)c(=O)[nH]c1=O
56: CN1CCN(C(=O)/C=C/c2ccc(Cl)cc2)CC1
57: Cc1nc(CCNC(=O)CC2C(=O)NCCN2Cc2ccccc2)nc2c1CCC2 (stereo unspecified)

assay / entry,51,52,53,54,55,56,57
SIAE inh,4,1,7,-24,-9,0,-4
NPR1 activator,4,-8,2,0,-1,-8,0
UHRF1 MBD2 ctr,0,0,-2,-1,-3,-3,-2
TCR-CD3 inh,3,2,-2,11,0,2,1
ABHD4 inh,3,2,-2,-7,-4,2,-5
PRMT1 FP inh,-3,1,-2,-2,-2,-1,-2
NPR2 activator,-3,-6,2,-1,2,-7,-4
rCAG RNA binder,-3,-5,-1,1,-3,-5,-1
HTRA1 inh,5,-1,-3,-42,3,2,-2
MBD2 DNA inh,2,9,-7,-2,-4,-2,-1

Bioassay records from PubChem.

Not all compounds are listed; rates above refer to the full screens.
